Bioassay records deposited in PubChem BioAssay by The Scripps Research Institute Molecular Screening Center.
V1R ag counter = agonists of human V1a receptor, primary screen, counter-screen for OXTR agonist project, fluorescence, CHO-V1R cells; Vasopressin V1a receptor (Homo sapiens), P37288; Fluo-8 calcium fluorescence, agonist mode; 0% DMSO, 100% 3 nM vasopressin; activation, % at 3 µM; actives 0.25% (n = 320,000); AID 2797, 2010;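 active means activation above the mean activation of all tested compounds plus 3 SD, per screening run, cut at about 20% in these data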;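 further: signal is peak over basal fluorescence ratio across a 100 second FLIPR read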
Target sequence (P37288 whole entry, looked up): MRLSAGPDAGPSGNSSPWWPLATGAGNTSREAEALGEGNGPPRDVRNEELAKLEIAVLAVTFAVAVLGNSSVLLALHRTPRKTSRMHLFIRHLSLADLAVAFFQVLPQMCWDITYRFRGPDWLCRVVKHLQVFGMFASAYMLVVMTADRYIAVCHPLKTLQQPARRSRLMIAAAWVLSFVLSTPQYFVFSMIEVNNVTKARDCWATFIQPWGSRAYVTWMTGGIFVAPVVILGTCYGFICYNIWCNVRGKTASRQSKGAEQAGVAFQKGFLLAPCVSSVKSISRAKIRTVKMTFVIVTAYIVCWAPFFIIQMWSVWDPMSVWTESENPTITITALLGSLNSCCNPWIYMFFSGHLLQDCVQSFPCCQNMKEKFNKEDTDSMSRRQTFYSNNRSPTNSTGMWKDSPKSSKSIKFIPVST
GalR3 antagonist = GalR3 antagonists in HEK293 cells, primary screen, cell-based, fluorescence readout. Galanin receptor type 3 (Homo sapiens), O60755. HEK293 GalR3-CNG cAMP membrane potential fluorescence; galR3 body fused to GalR1 C-terminus. inhibition, % at 3 µM. actives 0.44% (n = 360,000). AID 651719, 2012;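 active means inhibition above the screen-wide average plus 3 SD, cut at about 13% in these data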;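 further: forskolin and galanin both at EC90 stimulate the cells; cAMP rise reported by CNG channel membrane potential dye signal; 0% = forskolin plus galanin with DMSO and 100% = forskolin alone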
Target sequence (O60755 1-299 limits assumed): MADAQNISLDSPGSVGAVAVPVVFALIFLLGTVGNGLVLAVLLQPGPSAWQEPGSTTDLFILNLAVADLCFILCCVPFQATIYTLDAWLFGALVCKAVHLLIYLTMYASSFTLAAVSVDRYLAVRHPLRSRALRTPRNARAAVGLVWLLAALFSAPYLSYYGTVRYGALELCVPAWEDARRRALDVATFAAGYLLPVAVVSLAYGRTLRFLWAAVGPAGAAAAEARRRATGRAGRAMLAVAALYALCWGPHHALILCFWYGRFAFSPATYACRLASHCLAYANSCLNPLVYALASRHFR
OXTR agonist = human OXTR agonists, primary screen, fluorescence, CHO-OTR cells, Fluo-8 calcium; AID 2435, 2010; Fluo-8 calcium fluorescence; normalized: DMSO 0%, oxytocin 100%; actives 0.32% (n = 320,000); activation, % at 3 µM;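 active means activation above the mean of all tested compounds plus 3 SD, cutoff set per screening run, cut at about 20% in these data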;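 further: peak over basal fluorescence ratio from a 100 s FLIPR kinetic read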
* marks the source's active call; other numbers are inactive results. Only part of the results is shown; rates above refer to the full screens.

SMILES	V1R ag counter	GalR3 antagonist	OXTR agonist
C=C(C)CNc1cc(S(=O)(=O)N2CCOCC2)ccc1Oc1ccccc1	-0.3	-6	-2.1
Cc1nnc(SCCCOc2ccccc2)nc1C	1.3	3	0.5
COc1ccc(NC(=O)CN(C)C(=O)c2cc(-c3ccco3)nc3ccccc23)cc1	-0.4	-4	-1.4
CN1CCN(S(=O)(=O)c2cccc(C(=O)Oc3cccc(Br)c3)c2)CC1	3.1	-3	1.7
Cc1ccc(C(=O)OCC(=O)NCCN2C(=O)CSC2=O)cc1[N+](=O)[O-]	0.3	-5	1.5
CCN(CC)S(=O)(=O)c1ccc(N2CCCCC2)c(NC(=O)C2=COCCO2)c1	-1.3	-6	-2.3
N/C(=N\NS(=O)(=O)c1ccccc1)c1ccccn1	1.4	-2	-0.2
COc1ccc(N2CCN(S(=O)(=O)CCNC(=O)CCCc3ccccc3)CC2)cc1	5.3	5	4.4
CCOc1ccccc1C(=O)OC(C)C(=O)Nc1ccc(S(=O)(=O)N2CCCC2)cc1 (centres undefined)	0.4	-6	-0.4
COc1ccc(N2CC(C(=O)N3CCC4(CC3)CC(=O)c3ccccc3O4)CC2=O)cc1 (centres undefined)	3.7	-2	1.5
O=C(COC(=O)c1ccncc1)Nc1ccc2c(c1)OCO2	1.2	0	1.1
CCCCn1c(N)c(N(CC(C)C)C(=O)C2CC(=O)N(c3ccc(C)cc3)C2)c(=O)[nH]c1=O (centres undefined)	-0.1	3	-0.5
CCOc1ccc(NC(=O)CN(C)C(=O)c2cc(-c3ccc(OC)cc3)nc3ccccc23)cc1OCC	-0.2	-1	-0.8
C#CCOCCOCCOCCNc1nc(N2CCN(C(=O)[C@H](CCCN=C(N)N)n3cc(C(N)[C@@H](C)CC)nn3)CC2)nc(N2CCN(C(=O)[C@H](CCCCN)n3cc([C@@H](N)[C@H](C)CC)nn3)CC2)n1 (some centres undefined)	0.8	-3	0.7
NS(=O)(=O)c1ccc(CCNC(=O)COC(=O)CCN2C(=O)C3CC=CCC3C2=O)cc1 (centres undefined)	0.2	2	0.7
O=C(CCN1C(=O)C2CCCCC2C1=O)N1CCN(S(=O)(=O)c2ccccc2)CC1 (centres undefined)	-0.5	-4	-0.4
CC(C)c1cccc(-c2ccc3c(c2)S(=O)(=O)c2cccc(C(=O)NCc4ccco4)c2C3=O)c1	0.1	-4	1.3
CCN(CC)c1ccc(C(=O)NNC(=O)CN2C(=O)NC(C)(c3ccccc3)C2=O)cc1 (centres undefined)	1.1	-4	0.9
COc1ccc(C(=O)N/C(=C\c2cccc3ccccc23)C(=O)N2CCN(C)CC2)cc1	0.6	-6	1.7
Cc1ccsc1/C=N/NC(=O)Cc1ccc([N+](=O)[O-])cc1	3.4	-5	0.0
c1ccc(C[C@H]2CN=C(Nc3ccccc3)N2CC2CCCCC2)cc1	3.6	-9	2.9
C=CC[C@@H](Cc1ccc(F)cc1)C(=O)OC[C@@H]1CCCN1C(=O)[C@@H](CC=C)CC(=O)N[C@@H](CO)Cc1ccccc1	3.6	-5	-0.6
CC(C)c1ccc(S(=O)(=O)N2CCN(C(=O)n3ccnc3)CC2)cc1	1.7	-6	2.6
O=C(NN1CCOCC1)c1ccccc1NS(=O)(=O)c1ccc(F)cc1F	0.7	-4	1.3
Cc1ccc(NC(=O)C2CCN(S(=O)(=O)c3cccc(C(F)(F)F)c3)CC2)nc1	-0.9	-5	-2.8
COc1ccccc1NC(=O)COc1coc(CN2CCN(c3ccccc3)CC2)cc1=O	-0.5	-1	-0.1
Nc1nnnn1/N=C/c1ccccc1O	0.6	-4	0.3
Cc1ccnc(NC(=O)CC(NC(=O)c2ccccc2Cl)c2ccccc2)c1 (centres undefined)	-0.7	0	-0.1
C[C@H](CO)N1C[C@H](C)[C@@H](CN(C)S(=O)(=O)c2cccs2)Oc2ccc(NS(=O)(=O)c3ccccc3)cc2C1=O	0.5	0	0.4
Cc1ccccc1NC(=O)COC(=O)c1cc(S(=O)(=O)N2CCOCC2)ccc1C	-0.5	-3	0.4
CCN(C[C@H]1N[C@@](C)(C(=O)OC)[C@H]2C(=O)N(C)C(=O)[C@@H]12)S(=O)(=O)c1ccc(-c2ccccc2)cc1	2.2	-4	3.2
CCOc1cc(/C=C2\SC(=S)N(NS(=O)(=O)c3ccc(C)cc3)C2=O)ccc1O	16	-3	13
COc1ccc2oc(C(=O)OCC(=O)Nc3cccc(S(=O)(=O)N4CCOCC4)c3)c(C)c2c1	5.0	-5	3.0
O=C(Nc1ccc(-c2ccc(N3CCCCC3)nn2)cc1)c1ccco1	-1.1	1	-1.9
CCOc1cc(C(=O)NC2CCCCCCC2)cc(OCC)c1OCC	-1.9	2	-3.2
O=C(c1cnn(-c2ccccc2)c1)c1cc(Br)ccc1O	-0.4	-6	-0.9
CCOc1cc(N2CCOCC2)c(OCC)cc1NC(=O)COC(=O)CCOc1ccc(C)cc1	-0.1	-5	2.7
COc1ccccc1OCC(=O)NNC(=O)C1CCN(c2ncnc3sc(C)c(C)c23)CC1	4.6	-5	1.9
COc1ccc(C2=NOC(C)(c3nnc(-c4ccccc4)o3)C2)cc1 (centres undefined)	3.9	-4	3.3
COc1cc(CC(=O)OCC(=O)N2CCN(C(=O)c3ccco3)CC2)cc(OC)c1OC	0.3	-5	0.6
O=C(CN1CCN(S(=O)(=O)c2ccccc2F)CC1)N1CCc2ccccc2C1	-0.2	-8	0.9
CCCCc1ccc(NC(=O)CSc2nc(=O)n(CCN3CCOCC3)c3c2CCC3)cc1	0.3	-5	-2.8
CCOc1ccc(S(=O)(=O)Nc2ccc(C(=O)NCC(C)(C)N3CCOCC3)cc2)cc1	0.6	-2	1.4
COc1ccc(NC(=O)CSc2nnc(C)n2N)cc1S(=O)(=O)N1CCCCC1	-0.6	-7	1.5
O=C(COC(=O)c1cc(Cl)ccc1O)Nc1ccc2c(c1)OCCO2	3.9	-5	1.2
C[C@H](CO)N1C[C@H](C)[C@@H](CN(C)S(=O)(=O)c2ccc(F)cc2)Oc2c(NS(=O)(=O)c3ccccc3)cccc2C1=O	1.2	-2	1.4
Cc1ccc(CNC(=O)CCNC(=O)c2ccc([N+](=O)[O-])cc2)cc1	-0.7	-3	-1.3
O=C(c1ccc(-c2cccc(C(F)(F)F)c2)o1)N1CCCCCCC1	-1.8	-2	-1.8
Cc1cc(O)c(CN2CCN(S(=O)(=O)c3cccs3)CC2)cc1C(C)C	-0.1	-1	0.0
O=C(COC(=O)c1ccccc1O)Nc1cccc2ccccc12	0.6	-2	-1.4
CC(C)NC(=O)Nc1cccc2c1O[C@H](CN(C)S(=O)(=O)c1ccc(F)cc1)[C@@H](C)CN([C@H](C)CO)C2=O	1.3	-6	0.1
CCCCN(C(=O)c1ccc(N2CCCC2=O)cc1)c1c(N)n(Cc2ccccc2)c(=O)[nH]c1=O	0.7	-5	0.0
O=C(COC(=O)Cc1ccccc1F)NNC(=O)c1ccc([N+](=O)[O-])cc1	0.0	3	1.9
COc1ccccc1C(=O)NCCC(=O)NC(C)c1ccc(-n2ccnc2)cc1 (centres undefined)	-0.4	-1	-0.8
Cn1nc(C(=O)Nc2ccc3c(c2)OCCO3)c2ccccc2c1=O	-1.1	-5	-2.4
O=C(COC(=O)c1cc(S(=O)(=O)N2CCCCC2)ccc1N1CCOCC1)c1ccc(F)cc1	0.2	-2	-2.2
Nc1c(C(=O)Nc2ccc3c(c2)OCCO3)nnn1Cc1cccc(F)c1	3.5	-4	3.5
Cc1c(Cl)cccc1NC(=O)CNC(=O)C1CC(=O)N(CCc2ccccc2)C1 (centres undefined)	0.6	-6	-0.2
O=C(Nc1cc2c3c(c1)CC(=O)N3CCC2)C1CC1	-0.7	-3	0.3
COCOc1ccc(C=O)c(O)c1	0.2	-5	0.2

Compound profiles (already shown). Values in the order: V1R ag counter | GalR3 antagonist | OXTR agonist
CCOc1cc(/C=C2\SC(=S)N(NS(=O)(=O)c3ccc(C)cc3)C2=O)ccc1O is listed as 16 | -3 | 13
CCCCc1ccc(NC(=O)CSc2nc(=O)n(CCN3CCOCC3)c3c2CCC3)cc1 is listed as 0.3 | -5 | -2.8

Back to the main list with the 3 entries that preceded the break.
SMILES	V1R ag counter	GalR3 antagonist	OXTR agonist
Cc1c(Cl)cccc1NC(=O)CNC(=O)C1CC(=O)N(CCc2ccccc2)C1 (centres undefined)	0.6	-6	-0.2
O=C(Nc1cc2c3c(c1)CC(=O)N3CCC2)C1CC1	-0.7	-3	0.3
COCOc1ccc(C=O)c(O)c1	0.2	-5	0.2
CC(=O)c1ccc(-c2ccc(C(=O)N3CCC(C(N)=O)CC3)o2)cc1	-0.4	0	-0.1
O=C(c1cn(Cc2ccccc2)nc1-c1cccnc1)N1CCN(Cc2c(F)cccc2Cl)CC1	0.2	-2	1.0
CCOC(=O)c1ccc(NS(=O)(=O)c2cc3c4c(c2)CCN4C(=O)CC3)cc1	5.4	-1	8.8
COc1ccc(S(=O)(=O)N2CCc3ccccc32)cc1C(=O)NC1(C)CCS(=O)(=O)C1 (centres undefined)	0.4	-11	0.5
CSCCC(NS(=O)(=O)c1ccc(C)cc1)C(=O)N1CCN(S(=O)(=O)c2ccc(F)cc2)CC1 (centres undefined)	-0.8	-2	-0.3
COc1ccc(NC(=O)CCOc2cc(C)ccc2C)cc1S(=O)(=O)N1CCCCC1	3.6	-5	2.1
O=C(NCC(c1ccco1)N1CCN(c2ccc(F)cc2)CC1)C(=O)NC1CC1 (centres undefined)	0.1	-3	1.2
Cc1ccc(C)c(-n2ccnc2SCC(=O)Nc2cccc(S(=O)(=O)NC3=NCCC3)c2)c1	1.1	2	1.1
C=C[C@@H]1c2ccccc2N(S(=O)(=O)c2ccc(C)cc2)[C@H](c2ccccc2)C1(C#N)C#N	1.7	-4	0.6
COc1cc(OC)c2c(c1)O/C(=C\c1ccccc1)C2=O	0.2	-7	-2.7
COc1ccccc1-c1nn(-c2ccccc2)cc1C(=O)N1CCc2ccccc2C1	-0.9	-5	-1.2
COc1cc(/C=C2\SC(=O)N(CCNC(=O)c3c(C)noc3C)C2=O)cc(OC)c1OC	-0.3	-3	-0.4
Cc1ccc(Cl)cc1NC(=O)CN1C(=O)NC2(CCCCCC2)C1=O	1.1	-6	-1.0
COc1ccc(C(CNC(=O)C(=O)NC2CCCC2)N2CCN(C)CC2)cc1 (centres undefined)	0.2	-5	2.7
N#Cc1ccccc1S(=O)(=O)N1CCN(C(=O)CCC2CCCC2)CC1	-0.1	-3	-0.1
COc1ccc2oc(C(=O)OCC(=O)NC3(C#N)CCCC3)c(C)c2c1	0.6	-2	-0.1
COc1ccc(NC(=O)COc2coc(CN3CCN(c4ccccc4)CC3)cc2=O)cc1	1.9	-3	2.3
Cc1cc(C)c(NC(=O)CSc2nc(=O)n(CCN3CCOCC3)c3c2CCCC3)c(C)c1	0.2	4	-2.0
COc1ccccc1C(C)NC(=O)C1CCN(S(=O)(=O)c2cccs2)CC1 (centres undefined)	0.1	5	-0.6
CC(C)n1ncc2c(C(=O)Nc3ccc(S(N)(=O)=O)cc3)cc(C3CC3)nc21	0.9	-3	-0.8
CCC1(CC)C(=O)C2=C3C1[C@H](C(=O)OC)C=C(C(=O)OC)C[C@H]3n1c(=O)n(-c3ccccc3)c(=O)n1[C@H]2C (some centres undefined)	-0.4	-1	-0.4
O=S(=O)(c1ccccc1)[C@@]1(c2ccc(Br)cc2)C[C@@H]2ON=C(c3ccccc3)[C@@H]2C1	2.5	-6	-0.7
COC(=O)c1cc2cc(OC)ccc2n1C	-0.2	-4	-0.4
O=C(O)CCCCCCCCCCCNC(=O)NC12CC3CC(CC(C3)C1)C2	0.8	-2	0.6
COc1ccc(-n2cc([N+](=O)[O-])c(=O)c3ccc(Cl)cc32)cc1	-0.2	2	-1.7
CCOC(=O)c1c(C)[nH]c(C)c1C(=O)COC(=O)c1cccnc1Cl	0.2	-4	0.6
Cc1ccc(NC(=O)COC(=O)c2ccc(NC(=O)CC#N)cc2)cc1S(=O)(=O)N1CCOCC1	2.4	4	1.7
CCN1C(=O)N[C@@H](c2ccccc2)[C@H](C(=O)OC)[C@H]1C	0.8	-2	0.6
CCOC(=O)Nc1ccc2c(CN3CCN(S(=O)(=O)c4ccc(C(C)C)cc4)CC3)cc(=O)oc2c1	0.9	-4	2.4
Cc1ccn2c(=O)nc(SCC(=O)NCCc3ccccc3)nc2c1	-0.4	5	0.9
Cc1ccc(C)c(S(=O)(=O)N2CCN(C(=O)CNC(=O)c3ccc4ccccc4c3)CC2)c1	2.9	-3	-0.4
C=CCNC(=O)C(=O)NCC1CCCN1S(=O)(=O)c1cccs1 (centres undefined)	-0.2	-2	-0.6
